Screening data as filed in PubChem BioAssay.
Tb PFK block: qHTS Assay to Find Inhibitors of T. brucei phosphofructokinase | ATP-dependent 6-phosphofructokinase (Trypanosoma brucei brucei), O15648 | T. brucei PFK, ADP-Glo luminescence | Potency, µM (doses to about 57.5 µM), for the others: at the top dose activity, negative = inhibition, most hits filed as inhibitors | 330,000 tested, 0.17% active;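 also: potency is read from the fitted curve at half-maximal effect; 0% = uninhibited 1x PFK enzyme wells and -100% = no-enzyme wells; nearly all actives have a fitted effect of over 60% in size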
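ADP-Glo luminescence quantified ADP after 45 min at room temperature, with 1.25 nM T. brucei PFK, 0.1 mM ATP and 0.5 mM fructose-6-phosphate in pH 8.0 TEA buffer. qHTS titrations up to 57 µM; curves classified by quality.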
Gal4-VP16 FLuc: VP16 counterscreen qHTS for inhibitors of ROR gamma transcriptional activity; Drosophila S2 Gal4-VP16 UAS-luciferase, luminescence, 20 h; Potency, µM (series often up to 53.6 µM), without a hit: top-dose activity, negative = inhibition, actives largely listed as inhibitors; 310,000 tested, 3.5% active; AID 2546, 2010;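 also: Gal4-VP16 expression switched on by copper sulfate through the metallothionein promoter; potency is read from the fitted curve at half-maximal effect; % is scaled to controls: 0 for no effect and ±100 for the full control effect; nearly all actives have a fitted effect of over 50% in size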
KCNH2 3.1 inh: qHTS for Inhibitors of KCHN2 3.1: Mutant qHTS; U2OS KCNH2 3.1, thallium flux FluxOr; active compounds read low; Potassium voltage-gated channel subfamily H member 2, brain isoform KCNH2 3.1 (human); activity change, % (tested at about 1.8 µM); 340,000 tested, 0.95% active;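 active = maximum activity change below -70%; inconclusive = maximum activity change from -70% to -50%; inactive = maximum activity change above -50%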;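 also: thallium influx rate constant from kinetic fluorescence after stimulation buffer; % is scaled to controls: 0 for no effect and ±100 for the full control effect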
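Normalized rate constant (relative to positive and negative DMSO controls) derived from a 2 min kinetic fluorescence read after stimulation; U2OS cells expressing the 3.1 isoform via virus at 1.77 x 10^8 /mL.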
RORg inh: qHTS for inhibitors of ROR gamma transcriptional activity. Drosophila S2 Gal4-RORgamma UAS-luciferase reporter, 20 h. Nuclear receptor ROR-gamma (Mus musculus), P51450. Potency, µM (series often up to 53.6 µM), inactives show at the highest dose activity change, negative = inhibition, most hits filed as inhibitors. AID 2551, 2010. 310,000 tested, 5.4% active; also: potency is read from the fitted curve at half-maximal effect; % is scaled to controls: 0 for no effect and ±100 for the full control effect; nearly all actives have a fitted effect of over 60% in size
Target sequence (P51450 whole entry, looked up, the tested form may be a part): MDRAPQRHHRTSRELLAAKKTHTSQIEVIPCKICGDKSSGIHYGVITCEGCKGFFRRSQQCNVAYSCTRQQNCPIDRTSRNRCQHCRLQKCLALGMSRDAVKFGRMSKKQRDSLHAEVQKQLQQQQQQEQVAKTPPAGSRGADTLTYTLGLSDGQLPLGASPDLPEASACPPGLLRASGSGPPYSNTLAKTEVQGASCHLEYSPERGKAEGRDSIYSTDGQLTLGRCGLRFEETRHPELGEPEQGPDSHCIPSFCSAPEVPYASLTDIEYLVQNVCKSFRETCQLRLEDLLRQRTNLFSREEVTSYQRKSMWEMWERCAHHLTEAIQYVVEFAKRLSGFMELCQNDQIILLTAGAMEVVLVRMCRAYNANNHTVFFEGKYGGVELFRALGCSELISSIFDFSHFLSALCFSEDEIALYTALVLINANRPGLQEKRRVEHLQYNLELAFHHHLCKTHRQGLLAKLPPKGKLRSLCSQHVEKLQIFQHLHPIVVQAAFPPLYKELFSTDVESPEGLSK
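Stably transfected Drosophila Schneider cells are the test system, with ROR gamma fused to Gal4 and luciferase under UAS control; luminescence is read after 20 hr of 700 uM copper sulfate induction at ambient temperature.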
Rab9 prom act: qHTS Assay for Rab9 Promoter Activators; Huh7 Rab9 promoter-luciferase reporter, luminescence, 24 h; Potency, µM (highest dose often 9.22 µM), for inactives: top-dose activation, negative = inhibition, usual class: activators; 320,000 tested, 2.8% active; AID 485297, 2010; also: potency is read from the fitted curve at half-maximal effect; % of control where 0% means no effect; nearly all actives have a fitted effect of over 60% in size
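Huh7 cells stably carrying Rab9 promoter–luciferase reporter, plated 1500 cells/well, compound added after 2 h and incubated 24 h at 37 °C; luciferase luminescence then read after 10 min with detection reagent.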
Giardia killer: Small Molecules that selectively kill Giardia lamblia: qHTS | Giardia lamblia trophozoite viability | activity change, % at 7.66 µM, hits read low | 340,000 tested, 0.15% active | AID 540267, 2011; in the data active = activity change below about -80%; inconclusive = between about -30% and that limit;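 also: parasites exposed to compound for two days anaerobically before the ATP read; % is scaled to controls: 0 for no effect and ±100 for the full control effect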
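Media and compound were dispensed first, then trophozoites at 100 cells/well; plates sat 48 hrs at 37 deg C without oxygen before ATP luminescence reagent was added and read after 15-30 min at room temperature.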
FBPA coupling cs: qHTS Assay for Inhibitors of Fructose-1,6-bisphosphate Aldolase from Giardia Lamblia: Coupling assay counterscreen; coupling enzyme system counterscreen, AmpLite Red fluorescence; activity change, negative = inhibition, % at 58.2 µM, hits read low; 290,000 tested, 0.67% active; in the data active = activity change below about -30%; also: % is scaled to controls: 0 for no effect and ±100 for the full control effect
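Counterscreen of the coupled detection system alone, without aldolase: glyceraldehyde-3-phosphate coupling enzymes plus AmpLite Red readout. Compounds at 57.5 uM final, 10 min RT preincubation, 20 min RT reaction, fluorescence 525/598 nm.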
NPC1 promoter act: qHTS Assay for NPC1 Promoter Activators | Huh7 NPC1 promoter luciferase reporter, 24 h | Potency, µM (highest dose often 9.22 µM), for inactives: at the top dose activation, usual class: activators | 320,000 tested, 2.4% active | AID 485313, 2010;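 also: potency is read from the fitted curve at half-maximal effect; % of control where 0% means no effect; nearly all actives have a fitted effect of over 60% in size; reporter is driven by a mutant NPC1 promoter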
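Luminescence read-out of NPC1 promoter-driven luciferase in stably transfected Huh7 cells; compounds delivered in DMSO and left 24 h at 37C, 5% CO2, qHTS titration format.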
ELG1 genotoxic: qHTS screen for small molecules that induce genotoxicity in human embryonic kidney (HEK293T) cells expressing luciferase-tagged ELG1; AID 504466, 2011; HEK293T ELG1-luciferase reporter, luminescence, 16 h; Potency, µM (top dose mostly 46 µM), for inactives: at the top dose activity change, positive = activation, actives largely listed as activators; 330,000 tested, 1.3% active; also: potency is read from the fitted curve at half-maximal effect; % of control where 0% means no effect; nearly all actives have a fitted effect of over 60% in size
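HEK293T cells expressing luciferase-tagged ELG1 were exposed to compound or DMSO vehicle for 16 hr at 37 °C and 5% CO2. Luciferase activity was then measured with ONE-Glo after 30 min at room temperature.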
FLuc counter: qHTS profiling assay for firefly luciferase inhibitor/activator using purifed enzyme and Km concentrations of substrates (counterscreen for miR-21 project); Potency, µM (titrated, usually from 57.5 µM), for inactives: at the highest dose activity change, negative = inhibition, usual class: inhibitors; 360,000 tested, 6.9% active; Luciferin 4-monooxygenase (Photinus pyralis), P08659; purified FLuc, Km substrates, luminescence inhibition;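 also: potency is read from the fitted curve at half-maximal effect; plate controls were vehicle for no effect and reference inhibitor for full effect; nearly all actives have a fitted effect of over 55% in size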
Target sequence (P08659 whole entry, looked up): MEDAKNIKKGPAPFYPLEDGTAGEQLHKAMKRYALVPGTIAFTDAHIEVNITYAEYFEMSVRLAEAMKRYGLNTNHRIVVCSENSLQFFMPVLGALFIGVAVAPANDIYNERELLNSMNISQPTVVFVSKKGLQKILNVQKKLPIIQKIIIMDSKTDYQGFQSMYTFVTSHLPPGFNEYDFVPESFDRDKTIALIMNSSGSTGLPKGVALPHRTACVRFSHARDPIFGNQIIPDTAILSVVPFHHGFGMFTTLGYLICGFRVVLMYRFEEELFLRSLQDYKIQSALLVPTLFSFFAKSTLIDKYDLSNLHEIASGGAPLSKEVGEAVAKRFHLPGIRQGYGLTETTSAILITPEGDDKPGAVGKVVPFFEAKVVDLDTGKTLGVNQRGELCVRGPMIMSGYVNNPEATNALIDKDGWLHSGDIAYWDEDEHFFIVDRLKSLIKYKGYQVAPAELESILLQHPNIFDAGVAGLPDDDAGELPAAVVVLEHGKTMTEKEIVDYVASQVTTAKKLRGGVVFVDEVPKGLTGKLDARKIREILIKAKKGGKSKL
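Purified P. pyralis luciferase (10nM final) with 10uM D-luciferin and 10uM ATP (Km levels) in 50mM Tris acetate pH 7.5, 10mM Mg acetate, 0.01% Tween-20, 0.05% BSA; qHTS 6-point titration, ~60 µM downward; luminescence read.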
uPA generation: qHTS for Inhibitors of Cell Surface uPA Generation; cell surface uPA generation assay, qHTS; Potency, µM (doses to about 38.3 µM), for the others: top-dose activity change, negative = inhibition, most hits filed as inhibitors; 330,000 tested, 0.31% active; AID 540303, 2011; active = well fitted inhibition curve with a large enough effect; inconclusive = small, poorly fitted or top-dose-only effect; inactive = no such curve, though single readings can be large or run the other way; tested in mouse RAW 264.7 cells; also: potency is read from the fitted curve at half-maximal effect; % is scaled to controls: 0 for no effect and ±100 for the full control effect; nearly all actives have a fitted effect of over 55% in size
Active calls of the source: *; ? = inconclusive; nt = no result given; [ ] = another dose, or the depositor's remark. Unless noted, calls follow the shape of the dose curve; as a rule, active = well fitted curve in the direction sought with a large enough effect; inconclusive = small, poorly fitted or top-dose-only effect, or another doubt; inactive = no such curve, though single readings can be large; an effect the other way counts as inactive or inconclusive. Rows were taken by chance; about 14% have a hit in one of these screens.

SMILES	Tb PFK block	Gal4-VP16 FLuc	KCNH2 3.1 inh	RORg inh	Rab9 prom act	Giardia killer	FBPA coupling cs	NPC1 promoter act	ELG1 genotoxic	FLuc counter	uPA generation
CS(=O)(=O)N(CCc1ccccc1)CC(=O)Nc1ccc2c(c1)OCO2	nt	8.7%	-2.3	3.1%	nt	-14.4	-6.5	nt	nt	-0.8%	1.6%
Nc1[nH]ncc1-c1ccc(Cl)cc1	-3.2%	-6.1%	11.9	18.9%	-3.9%	9.7	1.1	0.3%	-4.9%	-7.7%	-5.9%
c1ccc2c(-c3nnc4n3CCCCC4)cc(-c3ccncc3)nc2c1	0.4%	-3.0%	18.8	-11.1%	-1.8%	?	-0.6	-4.2%	-1.5%	-7.6%	5.6%
CCOC(=O)CSc1ccccn1	1.4%	0.4%	12.3	6.9%	-1.9%	-18.2	0.4	-1.1%	-0.4%	-3.0%	-43.9%
CC1CCN(C(=O)c2ccc(S(=O)(=O)N3CCOCC3)cc2)CC1	1.2%	-4.6%	-0.2	-32.6%	-3.8%	-15.5	-0.7	2.7%	-0.2%	2.5%	-2.9%
Cc1cc(C)n2nc(SCCCC(=O)c3ccccc3)nc2n1	-5.4%	-16.6%	-16.4	11.1%	21.3%	-13.5	-0.7	5.5%	2.2%	-8.5%	0.5%
CCOCCCNC(=O)CN1CCN(Cc2ccc(Cl)cc2)C1=O	1.3%	-4.1%	-4.3	-4.8%	0.0%	6.7	0.7	1.4%	-1.4%	-0.1%	5.1%
CN(C)c1ccc(NC(=O)c2sc(SCC(=O)Nc3nccs3)nc2N)cc1	0.4%	-3.2%	2.9	?	?	-9.3	-0.6	25.2%	?	1.9µM*	-3.6%
COc1ccccc1CNC(=O)[C@@H](NC(=O)C1CCN(C(=O)[C@@H]2CCCN2C(=O)OC(C)(C)C)CC1)C(C)C	1.1%	11.8%	3.2	7.94µM*	-8.5%	12.8	1.6	3.2%	3.6%	-1.1%	-5.0%
Cc1ccc(NS(=O)(=O)c2cc(C(=O)O)ccc2Cl)c(C)c1	-0.4%	1.8%	-1.8	-22.3%	-0.8%	6.1	13.0	-13.3%	-2.7%	2.1%	-1.6%
COc1ccc2oc(=O)c(/C(C)=N/Nc3ccccc3)cc2c1	-4.8%	-0.6%	6.6	-15.0%	-6.7%	-4.4	0.5	-1.2%	-1.3%	23.9µM*	8.4%
Cc1nn(CCC(=O)NCCc2ccccc2Cl)c(=O)c2nn(-c3ccccc3)c(C)c12	-5.3%	6.2%	-22.1	-2.0%	-4.3%	15.5	nt	-1.7%	3.2%	-7.1%	-3.7%
COc1ccc(OC)c(N2Cc3cc(C)c(C)cc3C2)c1	0.1%	2.2%	2.8	1.9%	-6.8%	-5.2	-12.5	-2.0%	13.1%	-1.7%	10.2%
COc1ccc(C(=O)N2CCN(Cc3ccc4c(c3)OCO4)CC2)cc1[N+](=O)[O-]	-0.9%	-7.1%	-22.1	25.7%	-13.7%	?	0.3	-15.3%	-4.8%	0.5%	-6.6%
COc1cc(C(C)=O)ccc1OCC(O)CNCC1(N2CCCCC2)CCCCC1 (stereo unspecified)	-16.1%	-2.0%	-13.9	-29.0%	2.0%	-5.3	-2.7	5.6%	0.0%	3.0%	0.1%
CCOc1ccc(N(C)S(=O)(=O)c2ccc(C)c(C(=O)N3CCN(Cc4ccc5c(c4)OCO5)CC3)c2)cc1	10.6%	nt	-4.4	nt	nt	-7.1	nt	nt	-8.4%	nt	-3.7%
CN(CC(=O)Nc1ccc(Cl)c(Cl)c1)C(=O)CN1C(=O)NC2(CCCC2)C1=O	-2.2%	nt	-21.5	nt	-15.0%	-11.1	nt	-0.3%	11.4%	2.6%	-8.0%
CCOC(=O)c1c(C)n(C)c2ccc(OC)c([N+](=O)[O-])c12	0.5%	3.5%	-17.2	5.7%	0.4%	3.2	2.0	-3.0%	9.5%	0.2%	-5.9%
COC(=O)C(C)N1C(=O)S/C(=C/c2cc(C)n(C(C)C)c2C)C1=O (stereo unspecified)	-1.1%	?	8.7	-20.0%	3.16µM*	-1.5	-0.7	0.5%	?	13.5µM*	-9.9%
COc1ccc2c(c1)C(c1cccs1)=NNC(c1ccncc1)=N2	-4.3%	5.5%	-14.4	9.7%	-8.4%	-29.9	4.1	-3.0%	-6.1%	-15.8%	-26.0%
O=C(CCN1c2ccccc2Sc2ccccc21)OCC(=O)N1CCN(C(=O)c2ccco2)CC1	4.0%	-2.4%	?	40.7%	-8.7%	-2.5	4.6	1.6%	0.0%	?	4.4%
CS(=O)(=O)CCC(C(=O)OCc1ccc(Br)cc1)N1C(=O)c2ccccc2C1=O (stereo unspecified)	-7.8%	0.5%	-12.0	24.2%	-3.6%	-3.8	0.6	-1.3%	0.4%	1.8%	0.0%
COc1[nH]c2ccc(F)cc2c1C(=O)OCC1CCN(CCNS(C)(=O)=O)CC1	nt	2.1%	-1.7	-25.1%	nt	-11.3	0.9	nt	nt	nt	-12.3%
CC(=O)c1cccc(NC(=O)C2CCN(C(=O)c3cccs3)CC2)c1	-0.4%	22.8%	-0.3	8.5%	-10.4%	8.3	1.0	-4.7%	3.3%	1.6%	2.7%
Cc1ccc(S(=O)(=O)N/N=C/c2cc(Br)ccc2O)cc1	4.3%	-14.2%	23.2	13.9%	-1.5%	-11.5	3.3	-19.8%	8.9%	-7.5%	-3.0%

(further entries)
SMILES	Tb PFK block	Gal4-VP16 FLuc	KCNH2 3.1 inh	RORg inh	Rab9 prom act	Giardia killer	FBPA coupling cs	NPC1 promoter act	ELG1 genotoxic	FLuc counter	uPA generation
Cc1[nH][nH]c(=O)c1C(c1ccccc1[N+](=O)[O-])C(C#N)C#N (stereo unspecified)	27.3%	?	12.2	-16.0%	4.8%	-10.4	-8.5	-3.4%	4.8%	-15.5%	1.4%
COc1cc(NC(=S)N2CCN(c3ccccn3)CC2)c(OC)cc1Cl	?	?	5.5	19.4%	-4.7%	-27.5	-0.1	6.3%	-0.2%	-0.5%	0.8%
CC(C)c1ccc(N(CC(=O)N/N=C/c2ccc(OC3CSC3)cc2)S(=O)(=O)c2ccccc2)cc1	-15.4%	-7.3%	-30.1	4.6%	-4.5%	-3.6	2.2	0.7%	-2.1%	2.3%	6.1%
Cc1ccc(C)c(NC(=O)c2ccccc2NS(=O)(=O)c2cc([N+](=O)[O-])ccc2C)c1	4.2%	14.1µM*	-7.5	?	-12.0%	-13.9	8.3	-14.0%	-7.2%	2.1%	?
Cc1ccc(C(=O)Nc2cccnc2)cc1S(=O)(=O)N1CCCCC1	6.5%	-2.7%	5.0	14.0%	-2.5%	8.9	3.0	-0.8%	-4.8%	-14.9%	7.2%
CCC(c1nnnn1C(C)(C)C)N1CCN(C2CCCC2)CC1 (stereo unspecified)	-6.5%	nt	-2.5	-28.0%[0.365 µM]	-10.0%	13.0	2.6	1.7%	3.0%	1.7%	5.9%
COc1cccc(NC(=O)CCNS(=O)(=O)c2ccc3c(c2)CC(C)N3C(=O)C2CC2)c1 (stereo unspecified)	-4.7%	-2.1%	0.4	1.0%	2.6%	-2.3	-0.4	-2.3%	-1.4%[9.26 µM]	0.2%	9.4%
COc1ccc(C(Nc2ccccn2)c2c(NC(=O)c3ccco3)sc(C)c2C)cc1OC (stereo unspecified)	16.4%	?	-11.0	?	1.3%	7.5	1.6	-1.1%	-2.5%	3.8%	10.1%
O=C(NN1C(=O)NC2(CCCCC2)C1=O)c1ccc(Cl)s1	-3.5%	nt	16.3	nt	-1.5%	-0.6	nt	-1.2%	0.8%	4.2%	4.3%
O=C(CSc1n[nH]c(-c2cccnc2)n1)Nc1ccnc2ccccc12	-8.7%	-16.8%	-2.0	1.0%	4.7%	7.3	-4.6	1.5%	-12.8%	-2.5%	1.0%
O=C(c1cc(-c2ccc(F)cc2)no1)N1CCN(Cc2ccc3c(c2)OCO3)CC1	-0.3%	2.9%	0.4	-2.2%	11.1%	-0.3	0.4	-4.2%	-2.1%	0.6%	-0.7%
